miR-122 sensor = inhibitors of miR-122 in Huh7 cells | Huh7 miR-122 Renilla luciferase sensor, 48 h; neutral wells = 0, positive control = 100 | activation (reporter increase), % at 12.5 µM | 340,000 compounds, 0.3% hits;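 active = mean replicate activation score at least 90 and every replicate individually at or above 90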;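 also: higher luciferase means less miR-122 activity so hits act as miR-122 inhibitors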
ARNT TACC3 PPI = disrupts binding between human ARNT and TACC3; Q9Y6A5; AlphaScreen His-ARNT PAS-B/GST-TACC3 binding, luminescence; TACC3 fragment carries E629A point mutation; inhibition, % at 9.99 µM; 390,000 compounds, 0.66% hits;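 active = mean inhibition of replicates at least 50% and at least half of replicates each reaching 50%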;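 also: 0% = complete ARNT plus TACC3 wells and 100% = ARNT alone without TACC3; many hits fall short of the cut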
ERp5 inh = ERp5 (human) disulfide isomerase inhibition. ERp5 insulin aggregation, absorbance 650 nm, 90 min. 350,000 compounds, 0.05% hits. AID 651711. inhibition, % at 9.99 µM. Q15084;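 active = mean replicate inhibition above about 25%, with every replicate also reaching it, limit read from the data, passing the limit was not always enough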
Target sequence (Q15084 whole entry, looked up): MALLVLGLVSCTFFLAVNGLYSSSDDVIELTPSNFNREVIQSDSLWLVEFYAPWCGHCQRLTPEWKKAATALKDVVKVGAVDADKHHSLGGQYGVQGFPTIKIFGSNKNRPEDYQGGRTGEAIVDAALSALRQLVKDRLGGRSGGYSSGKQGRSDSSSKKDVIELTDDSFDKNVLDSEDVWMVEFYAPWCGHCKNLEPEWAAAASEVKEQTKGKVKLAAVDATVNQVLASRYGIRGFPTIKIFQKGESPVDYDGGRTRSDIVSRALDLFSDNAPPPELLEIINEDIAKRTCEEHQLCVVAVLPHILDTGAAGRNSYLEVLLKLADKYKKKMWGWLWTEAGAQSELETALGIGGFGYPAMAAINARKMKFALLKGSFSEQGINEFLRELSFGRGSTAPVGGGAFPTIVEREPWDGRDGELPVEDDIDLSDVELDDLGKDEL
SIRT5 block = inhibitors of human sirtuin-5 desuccinylase. Purified SirT5, succinyl-peptide AMC, trypsin-coupled fluorescence. inhibition, % at 15 µM. 330,000 compounds, 1.1% hits; in the data active = inhibition above about 15%
Target sequence (Q9NXA8 whole entry, looked up): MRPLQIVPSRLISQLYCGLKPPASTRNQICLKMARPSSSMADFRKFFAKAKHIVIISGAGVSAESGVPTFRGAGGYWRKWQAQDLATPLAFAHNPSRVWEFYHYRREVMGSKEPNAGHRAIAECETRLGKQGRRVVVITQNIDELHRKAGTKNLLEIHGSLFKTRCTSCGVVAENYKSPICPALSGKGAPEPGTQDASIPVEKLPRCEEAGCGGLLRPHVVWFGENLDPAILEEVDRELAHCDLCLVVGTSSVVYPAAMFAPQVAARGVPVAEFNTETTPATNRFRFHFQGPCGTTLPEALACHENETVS
Cneo AK release = causes C. neoformans cell lysis | lysis activity, % at 15 µM | 360,000 compounds, 0.2% hits | adenylate kinase release luminescence, 4 h; normalised: neutral wells 0, clomiphene wells 100;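 active = mean lysis activity across replicates of at least 80%, whatever share of replicates individually reach that level; inactive = mean lysis activity below 80%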
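Test system: log-phase Cryptococcus neoformans yeast cells. Input: 5 × 10^6 yeast cells/mL. Medium: fresh YPD growth medium. Doses: single dose. Incubation: static 4 h at 37 °C with compound, 1 h detection. Measured by: luminescent adenylate kinase detection reagent. Read-out: signal increase indicating cell lysis. Benchmarks: Clomiphene.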
esBAF inh = blocks esBAF chromatin remodeling in mouse ES cells. Bmi1-luciferase knock-in reporter, 24 h; 100% = twice the neutral-well signal. reporter increase, % at 12.5 µM. 350,000 compounds, 2% hits. AID 602393; in the data active = activation above about 40%;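 also: 0% = median of the plate's neutral control wells and 100% = double that signal; a rise in the Bmi1 reporter signal indicates esBAF inhibition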
C2C12 statin = suppression of simvastatin myotoxicity | C2C12 myotubes + simvastatin, ATP luminescence, 48 h; scaled: DMSO 0, geranylgeraniol control 100 | rescue of ATP level, % at 7.49 µM | 330,000 compounds, 0.78% hits;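 active = mean ATP rescue above about 67%, or every replicate alone reaching that limit, limit read from the data, passing the limit was not always enough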;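 also: myotubes were challenged with 10 µM simvastatin during compound exposure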
* = called active by the depositor; [ ] = another dose, or the depositor's remark.

Preview:
Results for CC(=C/C(=O)O)/C=C/c1ccco1 ?
ARNT TACC3 PPI: -4; ERp5 inh: 2; SIRT5 block: 3

Results for C[C@H](CO)N1C[C@H](C)[C@@H](CN(C)S(=O)(=O)c2cn(C)cn2)Oc2ccc(NC(=O)Nc3ccc(F)cc3)cc2C1=O ?
miR-122 sensor: 6[16.7 µM]; ERp5 inh: -2; SIRT5 block: 3; Cneo AK release: -3; esBAF inh: 5; C2C12 statin: -6

Results for COc1ccc(C2NC(=O)CCC2[N+](=O)[O-])c(OC)c1OC (stereo unspecified) ?
miR-122 sensor: -3; ARNT TACC3 PPI: -6; ERp5 inh: -1; SIRT5 block: 0; Cneo AK release: -1; esBAF inh: -10; C2C12 statin: -3

Results for COC(=O)c1c(-c2cc(C)ccc2C)csc1NC(=O)C1CC=CCC1C(=O)O (stereo unspecified) ?
ARNT TACC3 PPI: -4; ERp5 inh: 3; SIRT5 block: 1

Results, previewed entries included:
Results for CC(=C/C(=O)O)/C=C/c1ccco1 ?
ARNT TACC3 PPI: -4; ERp5 inh: 2; SIRT5 block: 3

Results for C[C@H](CO)N1C[C@H](C)[C@@H](CN(C)S(=O)(=O)c2cn(C)cn2)Oc2ccc(NC(=O)Nc3ccc(F)cc3)cc2C1=O ?
miR-122 sensor: 6[16.7 µM]; ERp5 inh: -2; SIRT5 block: 3; Cneo AK release: -3; esBAF inh: 5; C2C12 statin: -6

Results for COc1ccc(C2NC(=O)CCC2[N+](=O)[O-])c(OC)c1OC (stereo unspecified) ?
miR-122 sensor: -3; ARNT TACC3 PPI: -6; ERp5 inh: -1; SIRT5 block: 0; Cneo AK release: -1; esBAF inh: -10; C2C12 statin: -3

Results for COC(=O)c1c(-c2cc(C)ccc2C)csc1NC(=O)C1CC=CCC1C(=O)O (stereo unspecified) ?
ARNT TACC3 PPI: -4; ERp5 inh: 3; SIRT5 block: 1

What do the screens show for `COC(=O)CCC(=O)NNC(=O)Cc1ccccc1`?
ARNT TACC3 PPI: -5; ERp5 inh: 1; SIRT5 block: -6

How did COc1ccc(CN2CCN(C(=O)c3cccnc3)CC2)cc1Br do in these assays?
miR-122 sensor: -1; ARNT TACC3 PPI: -13; Cneo AK release: 1; esBAF inh: 4; C2C12 statin: -2

How did COC(=O)C(Cc1ccccc1)NC(=O)CNC(=O)c1ccc(Br)o1 (stereo unspecified) do in these assays?
miR-122 sensor: -7; ARNT TACC3 PPI: -4; ERp5 inh: 1; SIRT5 block: 4; Cneo AK release: 0; esBAF inh: -6; C2C12 statin: 6

Results for Cc1ccc(S(=O)(=O)C(C#N)c2nc3ccccc3nc2OCCO)cc1 (stereo unspecified) ?
miR-122 sensor: 5; ARNT TACC3 PPI: -4; ERp5 inh: 4; SIRT5 block: -1; esBAF inh: -3; C2C12 statin: -6

What do the screens show for `CC(=O)Nc1ccc(S(=O)(=O)NCCc2ccccc2)cc1`?
miR-122 sensor: 45; ARNT TACC3 PPI: -4; Cneo AK release: 0; esBAF inh: 1; C2C12 statin: -31

How did CCc1ccccc1NC(=O)C1c2ccccc2Oc2ccccc21 do in these assays?
miR-122 sensor: 0; ARNT TACC3 PPI: -6; ERp5 inh: 6; SIRT5 block: -3; esBAF inh: -8; C2C12 statin: -4

Results for COc1ccc(N2C(=O)CC(NC3CCCCNC3=O)C2=O)cc1 (stereo unspecified) ?
miR-122 sensor: 1; ARNT TACC3 PPI: -27; Cneo AK release: -1; esBAF inh: -5; C2C12 statin: 7

What do the screens show for `COc1ccc(CCNc2nc3ccccc3n3cnnc23)cc1OC`?
miR-122 sensor: -1; ARNT TACC3 PPI: 3; ERp5 inh: -3; SIRT5 block: 6; Cneo AK release: 1

Results for N#C/C(=C\c1ccc([N+](=O)[O-])cc1)C(=O)NCCCn1ccnc1 ?
miR-122 sensor: 6; ARNT TACC3 PPI: 10; ERp5 inh: 1; SIRT5 block: 0; Cneo AK release: 22

What do the screens show for `COc1ccc(CN2C[C@@H](O)COC[C@H]3O[C@@H](CC(=O)NCc4ccccc4Cl)CC[C@@H]32)cc1`?
miR-122 sensor: -3[16.7 µM]; ARNT TACC3 PPI: 7; ERp5 inh: -10; SIRT5 block: 6; Cneo AK release: 0; esBAF inh: -1; C2C12 statin: -17

Results for CN1[C@@H]2c3ccc(-c4cncnc4)c(=O)n3C[C@@H]2[C@@H](CO)[C@@H]1C(=O)NC1Cc2ccccc2C1 ?
ARNT TACC3 PPI: 0; ERp5 inh: 1; SIRT5 block: 3; Cneo AK release: 2; esBAF inh: 1; C2C12 statin: -8

What do the screens show for `CN1CSC2=C(C#N)C(c3cccc(OCc4ccccc4)c3)CC(=O)N2C1` (stereo unspecified)?
ARNT TACC3 PPI: -11; ERp5 inh: -2; SIRT5 block: 0; Cneo AK release: 6; esBAF inh: -4; C2C12 statin: 2

What do the screens show for `Cc1oc(-c2nc3ccccc3n2C)cc1C(=O)c1ccccc1`?
miR-122 sensor: 8; ERp5 inh: -2; SIRT5 block: 2; Cneo AK release: -5; esBAF inh: -32

What do the screens show for `COCCNC(=O)c1cc(-c2ccccc2)n(CC2CC(c3ccc(OC)cc3)=NO2)n1` (stereo unspecified)?
miR-122 sensor: -7; ARNT TACC3 PPI: -3; ERp5 inh: -1; Cneo AK release: 0; esBAF inh: 9; C2C12 statin: -13

Results for CC(O)[C@H]1CNC(=O)C(=O)N1CCC12CC3CC(CC(C3)C1)C2 (stereo partly specified) ?
miR-122 sensor: -6; ARNT TACC3 PPI: -14; ERp5 inh: -1; SIRT5 block: -2; Cneo AK release: -2; esBAF inh: 3; C2C12 statin: 17

What do the screens show for `CC(C)CC(=O)Nc1ccc(Oc2ccc3c(c2)C(=O)NC3=O)cc1`?
miR-122 sensor: 1; ARNT TACC3 PPI: 7; ERp5 inh: 4; Cneo AK release: -2; esBAF inh: -10; C2C12 statin: 4

Results for Nc1ncnc2c1ncn2[C@@H]1O[C@H](CNC(=O)[C@@H](N)CO)[C@@H](O)[C@H]1O ?
miR-122 sensor: -3; ARNT TACC3 PPI: -2; ERp5 inh: -5; SIRT5 block: 0; Cneo AK release: 1; esBAF inh: -3; C2C12 statin: 4

How did OCC#CCSc1nnc(-c2cccc3ccccc23)o1 do in these assays?
miR-122 sensor: 2; ARNT TACC3 PPI: -6; ERp5 inh: -2; SIRT5 block: 0; Cneo AK release: -2; esBAF inh: 5; C2C12 statin: 12

How did Cc1ccc(C(CNS(=O)(=O)c2ccc(C)cc2)N2CCN(C)CC2)cc1 (stereo unspecified) do in these assays?
miR-122 sensor: -1; ARNT TACC3 PPI: 5; ERp5 inh: 4; SIRT5 block: 2; Cneo AK release: 2; esBAF inh: 3; C2C12 statin: -4

How did O=C(C[C@H]1C[C@@H]2c3cc(NC(=O)C4CCC4)ccc3O[C@@H]2[C@@H](CO)O1)NCc1ccc(Cl)cc1 do in these assays?
miR-122 sensor: -6[16.7 µM]; ARNT TACC3 PPI: -1; ERp5 inh: 0; SIRT5 block: -3; Cneo AK release: -1; esBAF inh: 4; C2C12 statin: -2

How did CN1C=CC(=O)[C@@H](OC(=O)Nc2ccc(Br)cc2)[C@H]1c1ccccc1Br do in these assays?
miR-122 sensor: -13; ARNT TACC3 PPI: -5; ERp5 inh: -2; SIRT5 block: -6; Cneo AK release: 5; esBAF inh: -1; C2C12 statin: -4

Results for CC(C)(C)n1nc2c(c1NC(=O)c1cc3ccccc3o1)CS(=O)(=O)C2 ?
miR-122 sensor: 2; ARNT TACC3 PPI: -2; ERp5 inh: 2; SIRT5 block: -6; Cneo AK release: 0; esBAF inh: -3; C2C12 statin: -1

What do the screens show for `CCC(=O)c1cn(CC(=O)Nc2cccc(C)c2C)c2ccccc12`?
miR-122 sensor: -5; ARNT TACC3 PPI: 3; ERp5 inh: 1; SIRT5 block: -5; Cneo AK release: -2; esBAF inh: -22; C2C12 statin: -25

What do the screens show for `COc1cccc(-c2noc(C3CCCN(C(=O)CC(C)(C)C)C3)n2)c1` (stereo unspecified)?
miR-122 sensor: 4; ARNT TACC3 PPI: -5; ERp5 inh: 1; SIRT5 block: -7; esBAF inh: 83*; C2C12 statin: 3

What do the screens show for `CCCN1C[C@H](C)[C@H](OC)CN(C)C(=O)c2cc(NS(C)(=O)=O)ccc2OC[C@@H]1C`?
miR-122 sensor: 2[16.7 µM]; ARNT TACC3 PPI: -5; Cneo AK release: -1; esBAF inh: -3; C2C12 statin: 7

How did CCN(CC)S(=O)(=O)c1ccc(OC)c(NC(=O)Cc2cccs2)c1 do in these assays?
ARNT TACC3 PPI: -6; ERp5 inh: 2; SIRT5 block: -1

What do the screens show for `COC(=O)Cc1cc(=O)n(-c2ccccc2)[nH]1`?
miR-122 sensor: 0; ARNT TACC3 PPI: -3; ERp5 inh: 1; SIRT5 block: 2; esBAF inh: -2; C2C12 statin: 4

What do the screens show for `CC1CN(S(=O)(=O)c2ccc(F)cc2)CN1C(=O)N1CCOCC1` (stereo unspecified)?
miR-122 sensor: 4; ARNT TACC3 PPI: 6; ERp5 inh: 1; SIRT5 block: -6; Cneo AK release: 7; esBAF inh: -10; C2C12 statin: 5

Results for CC1(C)OC(=O)C=C(CC2NS(=O)(=O)OC3CCCCC23)O1 (stereo unspecified) ?
miR-122 sensor: -1; ARNT TACC3 PPI: -3; ERp5 inh: 0; SIRT5 block: -3; Cneo AK release: -1; esBAF inh: -4; C2C12 statin: 0

How did O=C(C[C@@H]1C[C@H]2c3cc(NS(=O)(=O)c4ccc(F)cc4)ccc3O[C@H]2[C@H](CO)O1)NCCN1CCCCC1 do in these assays?
miR-122 sensor: 1[16.7 µM]; ARNT TACC3 PPI: 1; ERp5 inh: 2; SIRT5 block: -1; Cneo AK release: -6; esBAF inh: 3; C2C12 statin: -4

How did COCC1CCCN(Cc2cn(-c3ccccc3F)nc2-c2cc(C)sc2C)C1 (stereo unspecified) do in these assays?
miR-122 sensor: 5; ARNT TACC3 PPI: 3; ERp5 inh: -3; SIRT5 block: 2; Cneo AK release: 1; esBAF inh: 3; C2C12 statin: -3

How did O=C(Cc1ccccc1[N+](=O)[O-])Nc1ccc2c(c1)OCCO2 do in these assays?
ARNT TACC3 PPI: 1; ERp5 inh: -3; SIRT5 block: 2

Results for CCC1CCCCN1C(=O)c1sc2ncnc(N(CC)CC)c2c1C (stereo unspecified) ?
miR-122 sensor: 16; ARNT TACC3 PPI: 1; ERp5 inh: 2; SIRT5 block: -1; Cneo AK release: -1; esBAF inh: -6; C2C12 statin: -13

How did COc1ccccc1CN1CCN(Cc2nc(-c3cccs3)no2)CC1 do in these assays?
ARNT TACC3 PPI: 5; ERp5 inh: 7; SIRT5 block: -3

How did CCC(=O)N1CC[C@H]2[C@@H]1c1cc(-c3cccc(OC)c3)ccc1N(C)[C@H]2CO do in these assays?
miR-122 sensor: 3[16.7 µM]; ARNT TACC3 PPI: -2; ERp5 inh: 6; SIRT5 block: 9; Cneo AK release: 1; esBAF inh: 1; C2C12 statin: 12

How did CCN(CC)c1ccc(C(=O)NNC(=O)Cn2c(=O)cnc3ccccc32)cc1 do in these assays?
miR-122 sensor: -2; ERp5 inh: -7; Cneo AK release: 4; esBAF inh: 5; C2C12 statin: -7

What do the screens show for `CCN(C1CCCCC1)S(=O)(=O)CCNC(=O)c1ccccc1`?
miR-122 sensor: 0; ARNT TACC3 PPI: -39; ERp5 inh: 1; SIRT5 block: -9; Cneo AK release: -1; esBAF inh: -4; C2C12 statin: 16

Results for CCc1cccc(NC(=O)COC(=O)c2c(C)nn(-c3ccccc3)c2C)c1 ?
miR-122 sensor: 2; ERp5 inh: 6; Cneo AK release: 0; esBAF inh: -7; C2C12 statin: 1

Results for COc1cc(-c2nnc(COC(=O)c3cc(C)no3)o2)cc(OC)c1OC ?
miR-122 sensor: -6; ARNT TACC3 PPI: 10; ERp5 inh: 3; SIRT5 block: -4; Cneo AK release: 25

How did Cc1cc(NC(=O)CSCC(=O)N(C)Cc2ccc(Cl)c(Cl)c2)no1 do in these assays?
miR-122 sensor: -5; ARNT TACC3 PPI: 0; ERp5 inh: 2; SIRT5 block: -2; Cneo AK release: 1; esBAF inh: 2; C2C12 statin: 1
